From PubChem
Growth percent in the NCI-60 one-dose screen (48 h, 10 µM unless noted): 100 = growth as untreated, 0 = no growth, -100 = all killed.
NCI-H226: NCI-H226 lung cancer; 79,000 compounds, 3.5% hits; AID 1794732
NCI/ADR-RES: NCI/ADR-RES ovarian cells; 81,000 compounds, 4.4% hits
OVCAR-4: OVCAR-4 ovarian cancer cells. 80,000 compounds, 3.7% hits
SK-OV-3: SK-OV-3 ovarian cancer cells. 80,000 compounds, 3.2% hits
NCI-H460: NCI-H460 lung cancer. 82,000 compounds, 6.8% hits
NCI-H522: NCI-H522 lung cancer; 78,000 compounds, 8% hits; AID 1794739
NCI-H322M: NCI-H322M lung cancer; 80,000 compounds, 2.7% hits
NCI-H23: NCI-H23 lung cancer; 80,000 compounds, 4% hits; AID 1794731
IGROV1: IGROV1 ovarian cancer | 79,000 compounds, 4.7% hits
Numbers without * were called inactive; / = not tested or not shown; [ ] = remark or other dose. Rule for the calls: active = growth percent below 10; inactive = the rest.

Under each structure – NCI-H226	NCI/ADR-RES	OVCAR-4	SK-OV-3	NCI-H460	NCI-H522	NCI-H322M	NCI-H23	IGROV1
> COc1ccc(NC(=O)NNC2=NC(c3ccc(Cl)cc3)C(C(C)=O)=C(C)N2)cc1 (stereo unspecified)
 : 93	103	101	110	109	102	98	100	96
> Oc1ccccc1CN1CCOCC1
 : 97	101	106	118	110	98	99	98	103
> CNC1=C([N+](=O)[O-])C(c2ccc(F)cc2)C(C#N)=C(c2cccs2)O1 (stereo unspecified)
 : 99	107	100	102	117	90	107	106	114
> Clc1ccccc1C1OC1c1ccccc1Cl (stereo unspecified)
 : 99	103	101	103	99	/	92	101	105
> NC(=O)C(Cc1cc(I)c(O)c(I)c1)NC(=O)c1ccccc1 (stereo unspecified)
 : 97	93	107	120	107	110	104	92	115
> Nc1c(S(=O)(=O)O)cc2c(c1Cl)C(=O)c1ccccc1C2=O
 : 97	97	107	89	114	95	102	93	93
> CC(COc1ccc(C(C)(C)C)cc1)OC(=O)Cc1ccccc1 (stereo unspecified)
 : 102	104	109	100	108	79	110	100	111
> C[C@]12CC[C@H]3[C@@H](CCC4=CC(=O)CC[C@@]43C)[C@@H]1CC[C@@H]2C(=O)CF
 : 91	90	84	88	98	82	102	85	91
> COc1ccc(/C=C/C(=O)c2ccc(OC)c(S(=O)(=O)Nc3cccnc3)c2)cc1
 : 90	94	91	103	99	93	87	89	95
> COCCCNC1=C(C#N)C(=O)NC(c2cccc([N+](=O)[O-])c2)S1 (stereo unspecified)
 : 106	95	107	100	110	91	118	93	111
> CCn1c(SCC(=O)NNC(=S)Nc2ccc(F)cc2)nc2c1c(=O)n(C)c(=O)n2C
 : 100	100	101	110	104	92	99	100	104
> COc1ccc(/C=C2\SC(=O)NC2=O)cc1
 : 88	101	99	84	102	79	84	92	99
> CCCC(=O)Oc1cc(C)ccc1C(C)C
 : 89	104	100	79	100	80	100	101	100
> CC(C)CCSc1nc(-c2ccc(F)cc2)c(C#N)c(N2CCN(C)CC2)n1
 : 97	87	97	87	89	59	88	91	95
> CCN1C2CCC1/C(=C\c1ccc(OC)cc1OC)C1=C2[C@@H](c2ccc(OC)cc2OC)C(C#N)=C(N)O1 (stereo partly specified)
 : 82	84	66	82	76	82	82	70	68
> CCCOc1cc2c(cc1OCC)[C@@H]1C[C@@H](O)[C@H](O)[C@H](O)[C@H]1NC2=O
 : 100	105	107	109	107	97	104	108	103
> C#CCOc1cc(N(CC)CC)ccc1C(C(=O)NC(C)(C)C)N(C(=O)C1CCc2cc(F)ccc2O1)c1ccc(F)c(Cl)c1 (stereo unspecified)
 : 63	73	58	73	53	61	89	/	71
> O=C(CCCCCCN1CC(=O)N2[C@@H](C3CC3)c3[nH]c4ccccc4c3C[C@H]2C1=O)NO
 : 95	76	98	102	75	24	75	66	89
> Cn1c(SCC(=O)Nc2ccc(-c3nc4ccc([N+](=O)[O-])cc4[nH]3)cc2)nc2ccccc2c1=O
 : 38	89	68	120	82	74	69	/	76
> Cc1cc2c(cc1C)C(=O)C(=O)N2
 : 102	106	119	98	111	95	113	101	107
> Nc1cccc(S(=O)(=O)c2cccc(N)c2)c1
 : 107	115	102	120	120	111	124	111	114
> C[C@@H](c1ncncc1F)[C@](O)(Cn1cncn1)c1ccc(F)cc1F
 : 109	105	126	124	113	/	/	112	114
> COc1ccc(-c2c(C#N)c(-c3ccco3)nc3c2c(-c2ccccc2)nn3-c2ccccc2)cc1OC
 : 96	96	101	87	99	82	105	99	90
> CCN(CCO)CCCNc1ccnc2cc(Cl)ccc12
 : 98	95	96	104	103	102	98	93	95
> Nc1nc2ccc(CNc3ccc(C(=O)NC(CC(=O)O)C(=O)O)cc3)cc2c(=O)[nH]1 (stereo unspecified)
 : 57	33	66	77	24	0.0*	56	32	/
> NC(=O)CS
 : 98	105	106	117	106	98	104	105	110
> CC1=C(C(=O)OCc2ccccc2)C(c2ccc3c(c2)OCO3)n2c(nc3ccccc32)N1 (stereo unspecified)
 : 58	23	74	42	6.6*	26	47	49	41
> O=S(=O)(c1ccc(N=Cc2ccccc2O)cc1)N(c1ccccc1)C1C=CC=CC1 (stereo unspecified)
 : 85	99	102	97	97	90	102	101	101
> C#C[C@]1(O)CC[C@H]2[C@@H]3CC=C4c5sc(Nc6ccc(Cl)cn6)nc5CC[C@]4(C)[C@H]3CC[C@@]21C
 : 77	54	65	36	28	68	82	/	72
> CC(=O)CC(=O)NC1CCCCC1
 : 118	107	/	102	114	84	104	104	104
> Cc1ccc(O)c(C2=NN(c3ccc(S(C)(=O)=O)cc3)C(=O)CC2)c1
 : 98	91	97	99	105	87	/	77	101
> CC(c1ccccc1)C(OC(=O)c1cccc([N+](=O)[O-])c1C(=O)O)c1ccccc1 (stereo unspecified)
 : 106	113	119	104	126	98	104	107	97
> COc1ccc(N/C=C/C(=O)c2ccc3c(c2)Nc2ccccc2S3)c(OC)c1
 : 56	56	49	109	73	63	89	54	91
> CC(C)Cn1cnc2c(SCc3ccccc3Cl)nc(N)nc21
 : /	82	85	103	29	81	120	91	100
> O=C(O)c1ccc(-n2cc(CNc3ccc(Br)cc3)c(-c3ccc(F)cc3)n2)cc1
 : 100	101	99	98	99	92	99	98	101
> S=C(N/N=C/c1ccc(Cl)cc1Cl)Nc1cccc2ccccc12
 : 97	106	96	98	104	86	114	/	97
> O=S(=O)(OCc1ccc2c(c1)OCO2)c1ccccc1
 : 95	112	114	111	109	97	102	106	110
> Cn1c(=O)c(C#N)c(-c2ccccc2)n2c(SCc3ccccc3)nnc12
 : 109	96	78	113	54	81	113	95	/
> C[C@]12CC[C@H]3[C@@H](CC=C4C[C@@H](O)CC[C@@]43C)[C@@H]1CC[C@@H]2c1ccn[nH]1
 : 77	90	88	110	91	92	122	78	135
> NC1=NCc2nc3ccccc3c(=O)n2C1
 : 95	97	106	117	111	92	110	97	101

Overlap with the part before: 4 entries, then new ones.
Under each structure – NCI-H226	NCI/ADR-RES	OVCAR-4	SK-OV-3	NCI-H460	NCI-H522	NCI-H322M	NCI-H23	IGROV1
> O=S(=O)(OCc1ccc2c(c1)OCO2)c1ccccc1
 : 95	112	114	111	109	97	102	106	110
> Cn1c(=O)c(C#N)c(-c2ccccc2)n2c(SCc3ccccc3)nnc12
 : 109	96	78	113	54	81	113	95	/
> C[C@]12CC[C@H]3[C@@H](CC=C4C[C@@H](O)CC[C@@]43C)[C@@H]1CC[C@@H]2c1ccn[nH]1
 : 77	90	88	110	91	92	122	78	135
> NC1=NCc2nc3ccccc3c(=O)n2C1
 : 95	97	106	117	111	92	110	97	101
> CCCc1cc(=O)n2c(C(=O)Nc3ccc(Cl)cc3C)c(C(=O)Nc3ccc(F)cc3)sc2n1
 : 99[30 µM]	60[30 µM]	35[30 µM]	112[30 µM]	106[30 µM]	77[30 µM]	77[30 µM]	98[30 µM]	76[30 µM]
> Nc1c(C(=O)Nc2ccccc2)sc2ncc(Cl)cc12
 : 97	/	97	95	96	68	94	97	87
> FC(F)(F)c1ccc(-c2cn3nc(-c4c[nH]c5ccccc45)sc3n2)cc1
 : 73	73	79	79	34	70	70	83	58
> CC(=O)N1c2ccccc2-n2cccc2C1c1ccc2c(c1)OCO2 (stereo unspecified)
 : 98	84	89	102	98	97	78	93	56
> C#Cc1cccc(NC(=O)c2cccc(N=C=S)c2)c1
 : 94[8.25 µM]	105[8.25 µM]	95[8.25 µM]	102[8.25 µM]	104[8.25 µM]	83[8.25 µM]	100[8.25 µM]	101[8.25 µM]	93[8.25 µM]
> COc1ccc(/C=N/n2cnc3oc(-c4ccccc4)cc3c2=N)cc1
 : 75	84	51	87	37	85	79	88	46
> COc1ccc(-c2nc(C(C)C(=O)O)n(-c3nc(C)cc(-n4nc(C(C)C(=O)O)nc4-c4ccc(OC)cc4)n3)n2)cc1 (stereo unspecified)
 : 88	95	106	129	103	102	94	/	99
> C[N+]1(CCC2CCCCC2)CCOCC1
 : 106	105	110	111	103	90	98	93	106
> CCNC(=O)[C@H](O)[C@@H](N)Cc1ccccc1
 : 101	104	101	119	105	103	97	101	103
> OC(c1ccc(Cl)cc1)(c1ccc(Cl)cc1)C(F)(Cl)Cl
 : 102	93	93	107	99	74	96	86	101
> CN1C(=O)N(C)C2NC(N/N=C/c3ccccc3)=NC21 (stereo unspecified)
 : 95	104	103	115	103	104	95	100	102
> O=C(NNc1ccccc1)C(=O)NNc1ccccc1
 : /	/	52	91	37	68	70	114	58
> Cc1ccc(-c2csc(N/N=C/c3nc4ccccc4n3C3CC3)n2)cc1
 : 64	73	93	120	84	-72*	92	83	58
> C=CCNC(=S)Nc1c(N)n(C)c(=O)n(C)c1=O
 : 122	144	112	110	106	107	126	133	/
> COc1ccc(-c2csc(-n3[nH]c(=O)ccc3=O)n2)cc1
 : 100	85	95	107	99	93	93	95	100
> CCSc1nnc(Nc2ccc(C(C)C)cc2)s1
 : 75	88	84	104	98	87	98	79	-7.1*
> c1ccc(-c2noc(CSc3nc4ccccc4s3)n2)cc1
 : 99	98	106	105	111	93	103	98	93
> CCCS(=O)(=O)N1CCCC(C(=O)Nc2nc3ccc(NC(=O)c4ccc(F)c(OC)c4F)cc3s2)C1 (stereo unspecified)
 : 28	20	32	61	56	40	76	34	63
> CC(c1ccccc1)N1CSc2nc3ccccc3n2C1 (stereo unspecified)
 : 95	106	102	107	111	100	105	109	98
> CCOc1c(F)ccc2c(NC)nc(SCC)nc12
 : 90	97	96	105	111	93	99	87	94
> C=CCN=C(N)SCCCCCCSC(N)=NCC=C
 : 97	104	109	70	102	64	103	105	103
> CCCCN(C=S)CCCC
 : 87	107	112	89	101	92	105	103	107
> COc1ccc(C(CC(N)=O)C(=O)O)cc1 (stereo unspecified)
 : 113	110	109	116	112	107	116	108	/
> COC(=O)C1NC(=S)N(c2ccc(Cl)cc2)C1/C=C/c1ccccc1 (stereo unspecified)
 : 104	90	/	/	109	94	110	91	106
> CC(C)(CO)C(O)C(=O)NCCC(=O)NCCSSCCNC(=O)CCNC(=O)C(O)C(C)(C)CO (stereo unspecified)
 : 97	98	91	106	101	/	113	94	100
> Cn1cnc([N+](=O)[O-])c1S(=O)(=O)Oc1ccccc1
 : 92	92	112	101	105	-76*	109	101	86
> N#CCc1nc2c3c4c(sc3ncn2n1)CCCC4
 : 82	96	101	86	105	92	99	97	97
> Cc1ccc2c(c1)C(=O)C(c1c(-c3[nH]c(=O)c4ccc(C)cc4c3O)c(O)c3ccccc3c1O)=NC2=O
 : -1.8*	15	25	44	-40*	7.6*	39	16	6.5*
> CCCCN(CCC)CCCCCCCCCCN1CCCc2ccccc21
 : 100	90	79	81	/	62	99	72	49
> COc1ccc(C2=C(c3cc(OC)c(OC)c(OC)c3)C(=O)CC2)cc1
 : 47	-49*	49	7.0*	0.3*	-36*	48	14	28
> O=C1NC(=O)/C(=C2\CCOC2=O)N1
 : 101	/	97	110	103	104	118	106	119
> COc1cc(-c2cc(-c3ccc(Cl)cc3)[nH]c(=O)c2C#N)cc(OC)c1OC
 : 105	95	99	105	102	105	107	98	94
> Cc1ccc(OCC(O)COc2ccc(C)cc2)cc1
 : 96	99	100	102	95	82	84	49	94
> CC1(C)[C@H](O)CC[C@]2(C)[C@@H]1CC[C@]13C=C(CO)[C@H](CC[C@H]12)C3
 : 86	85	113	111	30	73	100	57	79
> C=C1C[C@H]2C[C@H](C)[C@H]3CC[C@H](C)C(C(=O)OCC)=C3C(=O)[C@@]2(C)C1
 : 91	94	101	98	98	93	89	/	99
> NS(=O)(=O)c1ccc(-n2cc(/C=C/C(=O)c3ccccc3Cl)c(-c3ccc(OCc4ccccc4)cc3)n2)cc1
 : 96	91	105	83	110	59	96	81	108
> CCCn1c(=S)sc2c(NCc3ccc(Cl)cc3Cl)nc(C)nc21
 : 95	80	87	109	94	68	97	82	58
> CC1=C(C)C[C@@]2(Cc3c(ccc4ccccc34)C2=O)S(=O)C1 (stereo partly specified)
 : 105	103	115	104	/	83	98	95	103
> N#CCC1=CCCCC1
 : 95	105	105	108	106	95	106	101	125
> O=[N+]([O-])c1ccc(-c2nc(-c3ccccc3)c(-c3ccccc3)n2-c2ccc(S(=O)(=O)Nc3ncccn3)cc2)cc1
 : 28	42	67	104	31	69	66	24	74
> COc1cc(C2NC(=O)c3ccccc3N2)ccc1OCCCCCOc1c(OC)cc(C2=NOC(c3cc(OC)c(OC)c(OC)c3)C2)cc1OC (stereo unspecified)
 : 72	65	29	94	63	56	103	60	15
> Clc1ccccc1C1Nc2ccccc2-n2cccc21 (stereo unspecified)
 : 100	102	96	105	102	/	92	98	95
> C=C1CC[C@H]2[C@@](C)(CCC3OC(c4ccc(OCc5cn(CC6OC(OC(=O)c7ccccc7)C(OC(=O)c7ccccc7)C(OC(=O)c7ccccc7)C6OC(=O)c6ccccc6)nn5)cc4)OC[C@]32C)[C@@H]1/C=C/C1=CCOC1=O (stereo partly specified)
 : 103	107	112	103	110	105	99	/	101
> CN1CCN(c2ccc3nc(-c4ccc5nc(-c6ccc(O)cc6)[nH]c5c4)[nH]c3c2)CC1
 : 88	130	90	84	107	47	106	74	112
> COc1cc(-c2nc(SC(C)C)nc(N3CCOCC3)c2C#N)cc(OC)c1OC
 : 100	82	79	114	100	85	101	98	91
> O=C(c1cc[n+](CCc2ccccc2)cc1)N1CCOCC1
 : 89	110	100	78	105	77	97	97	109
> CSc1n[nH]c2nc(-c3ccc(C)cc3)[nH]c(=O)c12
 : 99	106	130	103	101	92	95	98	92
> O=C1/C(=C\c2cccn2CCCCCn2c3ccccc3c(=O)c3ccccc32)c2ccccc2N1c1c(Cl)cccc1Cl
 : 92	97	62	96	100	85	110	98	99
